# NCF1 inh: blocks human p47phox regulatory protein of NADPH oxidases | P14598 | p47phox/p22phox peptide binding, fluorescence polarization, 2 h | inhibition, % at 24.7 µM | 220,000 compounds, 0.53% hits | AID 1274;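 active = inhibition above about 30%, limit read from the data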;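 also: 0% = p47phox with labelled peptide and 100% = labelled peptide alone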
# Target sequence (P14598 whole entry, looked up): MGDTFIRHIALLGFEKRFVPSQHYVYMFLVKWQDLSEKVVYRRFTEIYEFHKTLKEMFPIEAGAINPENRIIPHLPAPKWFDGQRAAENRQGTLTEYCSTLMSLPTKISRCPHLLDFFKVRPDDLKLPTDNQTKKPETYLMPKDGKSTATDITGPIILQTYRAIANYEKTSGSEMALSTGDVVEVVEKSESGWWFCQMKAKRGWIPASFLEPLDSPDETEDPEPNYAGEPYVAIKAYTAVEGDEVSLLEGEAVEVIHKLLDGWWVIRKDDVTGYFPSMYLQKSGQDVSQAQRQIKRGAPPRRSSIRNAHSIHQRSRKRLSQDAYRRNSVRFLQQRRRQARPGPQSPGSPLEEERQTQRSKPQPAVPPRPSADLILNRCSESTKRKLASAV
# CHOP inh: blocks CHOP induction under ER stress; CHO-K1 CHOP-promoter luciferase, tunicamycin-induced, 15-18 h; inhibition, % at 10 µM; 220,000 compounds, 3.8% hits;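 active = compounds that reduced the stress-induced luciferase reporter signal by more than about 70% of percent inhibition, limit read from the data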;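 also: 0% = tunicamycin plus vehicle and 100% = wells without tunicamycin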
# The depositor's hits bear a star; . = not tested or not shown; & = joins results of further samples. This is a subset. The share of hits here may be higher or lower than overall.
NCF1 inh	CHOP inh	SMILES
-5	.	COc1ccc(C(NC(C)=O)c2ccc3cccnc3c2O)c(OC)c1 (stereo not given)
8	.	Cn1c(=O)c2c(nc(NCCO)n2CCc2ccccc2)n(C)c1=O
.	-4	COC(=O)[C@H]1[C@H]2C[C@H]3c4[nH]c5ccccc5c4CCN3C[C@H]2CC[C@@H]1O
.	-12	CC(C)C1C2CCC(C2)C1N (stereo not given)
.	2	Cc1c(C)c2c(c(C)c1O)CCC(C)(CN1CCN(c3cc(N4CCCC4)nc(N4CCCC4)n3)CC1)O2 (stereo not given)
.	11	CCCCC/C=C\CC(O)/C=C/c1cccc(CC(O)CCCCO)n1 (stereo not given)
.	18	CNC(=O)[C@H]1O[C@@H](n2cnc3c(NCc4cccc(I)c4)ncnc32)C(O)[C@H]1O (stereo not given in full)
.	-21	CCSC(=N)N
.	-8	O=c1cc(-c2ccc(O)cc2)oc2cc(O)cc(O)c12
.	8	O=C(O)CNC(=O)C(CS)Cc1ccccc1 (stereo not given)
.	19	Nc1ncnc2c1ncn2[C@@H]1O[C@H](COP(=O)(O)OP(=O)(O)OP(=O)(O)OP(=O)(O)OC[C@@H]2O[C@H](n3cnc4c(N)ncnc43)C(O)[C@@H]2O)[C@H](O)C1O (stereo not given in full)
.	21	Cc1cc2c(cc1Cl)N(C(=O)Nc1ccnc3ccccc13)CC2
.	1	O=C(O)C1=CCCN(CCON=C(c2ccccc2)c2ccccc2)C1
.	16	C#C[C@]1(O)CC[C@H]2[C@@H]3CCC4=Cc5oncc5CC4(C)[C@H]3CCC21C (stereo not given in full)
.	28	NC(=O)CNCCC(c1ccccc1)c1ccccc1
.	7	C[C@@H](NC(=O)/C(C#N)=C/c1ccc(O)c(O)c1)c1ccccc1
.	-6	O=C(c1cc(O)c(O)c([N+](=O)[O-])c1)c1ccccc1F
.	-14	NC(=Nc1ccccc1)NC(=O)c1nc(Cl)c(N)nc1N
.	0	O=Nc1ccc2oc(=O)ccc2c1
.	-8	Oc1cc2c(c(Cl)c1O)CCNCC2c1ccccc1 (stereo not given)
.	4	N=S(=O)(O)Cc1noc2ccccc12
.	-17	O=C1Nc2ccc(I)cc2/C1=C/c1cc(Br)c(O)c(Br)c1
.	9	CCCCCCCCCCCCCCCC(=O)NCCO
.	-13	N#CC(C#N)=C(N)/C(C#N)=C/c1ccc(O)cc1
.	9	O=C(OCCN1CCCCC1)c1c[nH]c2ccccc12
.	3	COC1(C2=NCCN2)COc2ccccc2O1 (stereo not given)
.	-8	Cc1cccc(C)c1NC(=O)C[N+](C)(C)C
.	10&8	CC(C)NC[C@H](O)c1ccc(O)c(O)c1
.	-1	N#C/C(=C\c1c[nH]c2ccccc12)C(=O)c1ccc(O)c(O)c1
.	-13	O=c1ccc2c(OCCCCc3ccccc3)c3ccoc3cc2o1
.	-21	CSc1ccc(C(=O)c2[nH]c(=O)[nH]c2C)cc1
.	-7	O=C(O)C1CCCN(CCC=C(c2ccccc2)c2ccccc2)C1 (stereo not given)
.	-3	CN1CCc2cc(NC(=O)Nc3cccnc3)ccc21
.	-12	CCSC(N)=Nc1ccc(C(F)(F)F)cc1
.	-4	S=C(S)OC1CC2CC1C1CCCC21 (stereo not given)
.	3	NC(=NCCC[C@H](N)C(=O)O)NO
.	-4	O=C1OC(=O)C2C3CCC(O3)C12 (stereo not given)
.	-1	NC1CCN(O)C1=O (stereo not given)
.	-11	N#CC(=C(\N)Sc1ccccc1N)/C(C#N)=C(/N)Sc1ccccc1N
.	-2	N.N.O=C(O)C1(C(=O)O)CCC1.[Pt+2]
.	3	Nc1nc(Cl)nc2c1ncn2[C@@H]1O[C@H](COP(=O)(O)OP(=O)(O)OP(=O)(O)O)[C@H](O)C1O (stereo not given in full)
.	-5	COCc1nc2c([nH]1)c(=O)n(C)c(=O)n2CC(C)C
.	1	CN(C)CCC=C1c2ccccc2C=Cc2ccccc21
.	-19	O=c1ccc2ccc(O)c(O)c2o1
.	40	C#CCN1C(C)=C(C(=O)OC)C(c2cccc([N+](=O)[O-])c2)C(C(=O)OCC)=C1C (stereo not given)

# Single records, from the list above. Order of values: NCF1 inh | CHOP inh
# `CSc1ccc(C(=O)c2[nH]c(=O)[nH]c2C)cc1` reads . | -21
# `COCc1nc2c([nH]1)c(=O)n(C)c(=O)n2CC(C)C` reads . | -5

# More results.
NCF1 inh	CHOP inh	SMILES
.	-51	Cc1cc(C)c(NC(=O)C[C@H](CC(=O)O)c2cccc3ccccc23)c(C(=O)N2CCC3(CCCC3)CC2)c1
.	-18	O=C1O/C(=C/Br)CCC1c1cccc2ccccc12 (stereo not given)
.	-18	O=c1[nH]c(=O)c2nc3ccccc3nc2[nH]1
.	-20	NC(C(=O)N[C@@H]1C(=O)N2C(C(=O)O)=C(Cl)CS[C@H]12)c1ccccc1 (stereo not given in full)
.	5	NC1CCN(c2cccc(Cl)n2)CC1
.	-6	C[N+](C)(C)CCOC(=O)CCC(=O)OCC[N+](C)(C)C
.	-15	NC1CONC1=O (stereo not given)
.	-1	CNCC(O)c1ccc(O)c(O)c1 (stereo not given)
.	-3	NCC1OC(O[C@@H]2[C@H](O)C(OC3C(O)C(N)CC(N)C3OC3OC(CO)C(O)C(O)C3N)O[C@@H]2CO)C(N)C(O)C1O (stereo not given in full)
.	-18	CCCCCCCCCCCCCCCCCC(=O)NCC(COP(=O)([O-])OCC[N+](C)(C)C)OCC (stereo not given)
.	-13	COc1ccccc1CNCCCCCCNCCCCCCCCNCCCCCCNCc1ccccc1OC
.	-10	Cc1cccc(C2CN(C)CCc3c2cc(O)c(O)c3Cl)c1 (stereo not given)
.	-46	NCC(O)c1ccc(O)c(O)c1 (stereo not given)
.	-16	CC1=C(C(=O)O)N2C(=O)[C@@H](NC(=O)C(N)c3ccccc3)[C@H]2SC1 (stereo not given in full)
.	63	CC(C)(C)c1cc(/C=C(\C#N)C(N)=S)cc(C(C)(C)C)c1O
.	7	CCCCCC[C@@H]([C@@H](C)O)n1cnc2c(N)ncnc21
.	8	Nc1nc(Cl)nc2c1ncn2[C@@H]1O[C@H](CO)[C@H](O)C1O (stereo not given in full)
.	20	CCCCC#Cc1nc(N)c2ncn([C@@H]3O[C@H](C(=O)NCC)[C@@H](O)[C@H]3O)c2n1
.	9	O=C(O)c1cc2cc(Cc3cccnc3)ccc2o1
.	-6	CNc1cc(NS(=O)(=O)c2ccc(N)cc2)nc(NC)n1
.	-12	C[N+](C)(CCCCCC[N+](C)(C)CCCN1C(=O)c2cccc3cccc(c23)C1=O)CCCN1C(=O)c2cccc3cccc(c23)C1=O
.	4	CC1CC2C3CCC4=CC(=O)C=C[C@]4(C)[C@@]3(F)[C@@H](O)C[C@]2(C)[C@@]1(O)C(=O)CO (stereo not given in full)
.	3	CC(C)(C)c1ccc(S(=O)(=O)/C=C/C#N)cc1
.	-15	O=C(O)c1cccnc1C(=O)O
.	-20	CN=C(N)NCCC[C@H](N)C(=O)O
.	4	N=C(N)SCCc1cnc[nH]1
.	-19	COc1cccc(OC)c1OCCNCC1CSc2ccccc2O1 (stereo not given)
.	4	COc1cc(=O)n(C)c2c(OCC(O)C(C)(C)O)cccc12 (stereo not given)
.	1	CC(N)=NCCC[C@H](N)C(=O)O
.	-6	N#C/C(=C\c1ccc(O)c(O)c1)C(=O)NCc1ccccc1
.	-29	CC(C)C[C@H]1C(=O)N2CCC[C@H]2[C@]2(O)O[C@](NC(=O)[C@@H]3C=C4c5cccc6[nH]c(Br)c(c56)C[C@H]4N(C)C3)(C(C)C)C(=O)N12
.	-21	O=C1NC(O)=NC1(c1ccccc1)c1ccccc1
.	4	NCCCCNS(=O)(=O)c1cccc2c(Cl)cccc12
.	7	CCN(Cc1ccncc1)C(=O)C(CO)c1ccccc1 (stereo not given)
.	-1	COC(=O)Nc1nc2ccc(C(=O)c3cccs3)cc2[nH]1
.	4	COc1ccc2c(c1)CCC1C2CC[C@@]2(C)C1CC[C@@H]2NCCCCCCN1C(=O)C=CC1=O (stereo not given in full)
.	-125	CC(C)N(CCC(=O)c1ccc2ccccc2c1)Cc1ccccc1
.	-10	NC1(C(=O)O)CCCCC1
.	-12	NS(=O)(=O)c1cccc2c1c([N+](=O)[O-])cc1nc(O)c(O)nc12
.	2	Fc1ccc(CN(C2=NCCN2)c2c(Cl)cccc2Cl)cc1
.	-2	C=Cc1c(C)c2cc3[nH]c(cc4nc(cc5nc(cc1[nH]2)C(C)=C5CCC(=O)O)C(CCC(=O)O)=C4C)c(C)c3C=C
.	-53	O[Si](CCCN1CCCCC1)(c1ccc(F)cc1)C1CCCCC1 (stereo not given)
.	-6	NC(CCCP(=O)(O)O)C(=O)O (stereo not given)
.	-7	C[C@H](Cc1ccc(O)c(O)c1)[C@@H](C)Cc1ccc(O)c(O)c1
.	-16	CCNC(=O)[C@H]1O[C@@H](n2cnc3c(N)nc(NCCc4ccc(CCC(=O)O)cc4)nc32)C(O)[C@H]1O (stereo not given in full)
.	-21	O=c1[nH]c2cc(C(F)(F)F)ccc2n1-c1cc(C(F)(F)F)ccc1O
.	-8	C=C1C(=O)O[C@@H]2[C@H]3O[C@]3(C)CCC=C(C)CC[C@@H]12
.	-21	O=c1oc(Cl)c(Cl)c2ccccc12
.	2	CC(COc1ccc(/C=C/c2ccccc2)cc1)[N+](C)(C)C (stereo not given)
.	-10	CC1=C(CC(=O)O)c2cc(F)ccc2/C1=C\c1ccc(S(C)(=O)=O)cc1
.	-25	C[C@@H](CN1CCC(Cc2ccccc2)CC1)[C@@H](O)c1ccc(O)cc1
.	-11	CCC(=O)c1ccc2c(c1)N(CCCN(C)C)c1ccccc1S2
.	11	CC1(C)NC(=O)N(c2ccc([N+](=O)[O-])c(C(F)(F)F)c2)C1=O
.	12	CCCC[C@@]1(C2CCCC2)Cc2cc(OCC(=O)O)c(Cl)c(Cl)c2C1=O
.	20	CNCCNS(=O)(=O)c1cccc2cnccc12
.	-11	CCCCCCCCCCCCC/C=C/C(O)C(N)CO (stereo not given)
.	-14	CCCCN1CCC(COC(=O)c2cc(Cl)c(N)c3c2OCCO3)CC1
.	12	N#C/C(=C\c1ccc(O)c(O)c1)C(=O)Nc1ccccc1
-10	-1	COC(=O)c1cccc(C23CC4(C2)[C@H](CN(Cc2cccnc2)[C@@H]4c2ccccc2)C3c2ccc(C(F)(F)F)cc2)c1 (stereo not given in full)
6	66	Cc1ccc(F)c([C@H]2[C@H]3C=CC[C@@H](C)[C@@H]3C(=O)N2Cc2ccccc2)c1

# (continued)
NCF1 inh	CHOP inh	SMILES
-2	38	NC1=NC[C@H](Cc2ccc(O)cc2)N1CCc1cc(C(F)(F)F)cc(C(F)(F)F)c1
-14	16	O=C(NCc1cccc(C(F)(F)F)c1)C1CC(c2cccc(F)c2)=NO1 (stereo not given)
-219	11	COc1cc(/C=C2\Oc3cc(O)ccc3C2=O)ccc1O
-9	-12	COC(C[C@@H](O)C[C@@H](O)COCc1ccccc1)OC
-19	25	Cc1cc(-c2cc(C(=O)NCc3ccccc3)on2)nc(NCC2CC2)n1
4	-16	C/C=C/C(=O)N1CC2(CC(c3cccc(NC(=O)COc4ccc(Cl)cc4)c3)=NO2)C[C@@H]1C(N)=O (stereo not given in full)
10	10	COC(=O)C1=C(C(=O)OC)[C@@H]2N(C)c3ccccc3[C@@]23C[C@@H](C(=O)OC)N(C(=O)COCc2ccccc2)C3=N1
-13	8	COC(=O)[C@@H]1C[C@H]2CC[C@H](O)C[C@H]2N1Cc1ccc(N2CCN(C)CC2)cc1
-3	10	NC1=NC[C@H](Cc2ccc(O)cc2)N1CC1CCCCC1
-20	-1	Nc1ccc2nc(-c3ccc(Cl)cc3)[nH]c2c1
-5	0	COc1cc2oc(=O)ccc2c(OC)c1CC(O)C(C)(C)O (stereo not given)
-2	-3	COC(=O)C(Cc1ccccc1)NS(=O)(=O)c1ccccc1Br (stereo not given)
1	8	C/C=C/C=C\C(=O)Nc1cccc(C2=NOC3(C2)C[C@@H](C(N)=O)N(C(=O)c2cc([N+](=O)[O-])cc([N+](=O)[O-])c2C)C3)c1 (stereo not given in full)
-3	-28	COc1ccccc1C1=NOC(C)(c2sc(-c3ccc(Cl)cc3)nc2C)C1 (stereo not given)
-5	-30	COC(=O)c1cc(O)cc(OC)c1Oc1cc(C)cc(O)c1C(=O)O
1	1	CC(C)(O)c1ccc2c(c1)CCC1C(C)(C(=O)O)CCCC21C (stereo not given)
-17	26&-18	NC[C@@H]1O[C@H](C23CC4CC(CC(C4)C2)C3)Cc2c1ccc(O)c2O
6	-20	O=C(CSc1nnc2sc3ccccc3n12)NCc1ccc2c(c1)OCO2

# Structures above with a Cl atom:
NCF1 inh	CHOP inh	SMILES
.	21	Cc1cc2c(cc1Cl)N(C(=O)Nc1ccnc3ccccc13)CC2
.	-14	NC(=Nc1ccccc1)NC(=O)c1nc(Cl)c(N)nc1N
.	-8	Oc1cc2c(c(Cl)c1O)CCNCC2c1ccccc1 (stereo not given)
.	3	Nc1nc(Cl)nc2c1ncn2[C@@H]1O[C@H](COP(=O)(O)OP(=O)(O)OP(=O)(O)O)[C@H](O)C1O (stereo not given in full)
.	-20	NC(C(=O)N[C@@H]1C(=O)N2C(C(=O)O)=C(Cl)CS[C@H]12)c1ccccc1 (stereo not given in full)
.	5	NC1CCN(c2cccc(Cl)n2)CC1
.	-10	Cc1cccc(C2CN(C)CCc3c2cc(O)c(O)c3Cl)c1 (stereo not given)
.	8	Nc1nc(Cl)nc2c1ncn2[C@@H]1O[C@H](CO)[C@H](O)C1O (stereo not given in full)
.	4	NCCCCNS(=O)(=O)c1cccc2c(Cl)cccc12
.	2	Fc1ccc(CN(C2=NCCN2)c2c(Cl)cccc2Cl)cc1
.	-21	O=c1oc(Cl)c(Cl)c2ccccc12
.	12	CCCC[C@@]1(C2CCCC2)Cc2cc(OCC(=O)O)c(Cl)c(Cl)c2C1=O
.	-14	CCCCN1CCC(COC(=O)c2cc(Cl)c(N)c3c2OCCO3)CC1
4	-16	C/C=C/C(=O)N1CC2(CC(c3cccc(NC(=O)COc4ccc(Cl)cc4)c3)=NO2)C[C@@H]1C(N)=O (stereo not given in full)
-20	-1	Nc1ccc2nc(-c3ccc(Cl)cc3)[nH]c2c1
-3	-28	COc1ccccc1C1=NOC(C)(c2sc(-c3ccc(Cl)cc3)nc2C)C1 (stereo not given)
